Assay outcomes: PubChem, several laboratories
DNMT1 block: DNMT1 (human) enzyme inhibition; P26358; DNMT1 molecular beacon, Hinp1I cleavage, fluorescence; AID 588458; 360,000 tested, 0.83% active; inhibition (reported as % activation of signal), % at 10 µM; in the data active = inhibition above about 50%
Target sequence (P26358 504-1616 limits assumed): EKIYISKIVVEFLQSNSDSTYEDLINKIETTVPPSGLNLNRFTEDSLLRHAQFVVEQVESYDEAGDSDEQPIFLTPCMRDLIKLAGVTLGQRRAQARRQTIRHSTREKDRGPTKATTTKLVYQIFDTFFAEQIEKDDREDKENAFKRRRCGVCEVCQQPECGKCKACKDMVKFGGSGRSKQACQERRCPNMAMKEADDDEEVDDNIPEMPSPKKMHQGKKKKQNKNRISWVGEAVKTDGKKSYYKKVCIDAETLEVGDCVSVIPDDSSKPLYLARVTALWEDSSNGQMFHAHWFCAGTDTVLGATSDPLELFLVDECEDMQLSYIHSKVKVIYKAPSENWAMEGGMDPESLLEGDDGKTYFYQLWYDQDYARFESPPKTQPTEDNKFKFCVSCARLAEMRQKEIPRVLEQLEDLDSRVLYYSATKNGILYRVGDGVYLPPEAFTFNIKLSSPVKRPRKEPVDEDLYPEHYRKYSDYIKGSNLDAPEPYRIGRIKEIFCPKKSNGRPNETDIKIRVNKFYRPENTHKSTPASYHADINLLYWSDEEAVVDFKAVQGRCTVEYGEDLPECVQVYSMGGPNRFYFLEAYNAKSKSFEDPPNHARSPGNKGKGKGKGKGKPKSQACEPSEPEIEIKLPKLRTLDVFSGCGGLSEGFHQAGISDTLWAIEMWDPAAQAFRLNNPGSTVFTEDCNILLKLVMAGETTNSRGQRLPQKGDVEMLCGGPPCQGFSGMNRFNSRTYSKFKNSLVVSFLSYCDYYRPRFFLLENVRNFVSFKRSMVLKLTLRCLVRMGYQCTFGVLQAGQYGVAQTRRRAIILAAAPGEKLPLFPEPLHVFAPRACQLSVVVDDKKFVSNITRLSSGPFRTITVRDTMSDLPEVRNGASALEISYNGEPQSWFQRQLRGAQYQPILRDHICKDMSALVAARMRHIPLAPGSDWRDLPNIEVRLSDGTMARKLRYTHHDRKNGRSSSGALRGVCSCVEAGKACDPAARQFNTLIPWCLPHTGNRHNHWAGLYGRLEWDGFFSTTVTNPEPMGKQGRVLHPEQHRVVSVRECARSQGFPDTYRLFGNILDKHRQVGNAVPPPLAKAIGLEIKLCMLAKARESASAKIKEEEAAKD
Scp1 inh: Scp-1 (human) phosphatase inhibition; Q9GZU7; Recombinant Scp1, phosphopeptide, malachite green phosphate absorbance; inhibition, % at 20 µM; 340,000 tested, 0.88% active; AID 493091;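 active = inhibition above about 50% at 20 µM, limit read from the data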;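 also: plate controls were DMSO wells with enzyme for no effect and wells lacking enzyme for full effect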
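Test system: SCP-1 phosphatase catalytic domain, residues 76-261; measured by: colorimetric phosphate reagent with accelerator and stabiliser, absorbance at 630 nm; timing: enzyme reaction 45 min at room temperature, colour 5 min, stabilisation 30 min; also added: Phosphorylated 17-residue peptide substrate; compound dosing: one concentration, 20 µM, with 1.0% DMSO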
SUMO1 PPI mod: alters human SUMO1 binding to SIM partners. P63165. SUMO1 binding to a labelled peptide, TR-FRET, 1 h. inhibition, % at 20 µM. 360,000 tested, 0.33% active; in the data active = inhibition above about 37%
NadD block: NadD (S. aureus) enzyme inhibition. AID 602399. inhibition, % at 20 µM. purified NadD enzyme, colorimetric absorbance read-out. 360,000 tested, 0.78% active; in the data active = inhibition above about 26%; also: some compounds past the cut are filed as inactive
TbMetRS inhib: Trypanosoma brucei MetRS inhibition | purified T. brucei MetRS, ATP depletion, Kinase-Glo luminescence | inhibition, % at 11.9 µM | 360,000 tested, 0.4% active | AID 624268;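 active = inhibition above a per-plate cutoff of the control wells' mean inhibition plus 3 SD, cut at about 5.5% in these data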;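 also: 0% = DMSO wells median and 100% = median of wells with control inhibitor compound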
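Material: T. brucei methionyl-tRNA synthetase, purified; reagent: substrates ATP, L-methionine and bulk Escherichia coli tRNA; dosing: 11.9 µM single point; timing: 15 min plus 2 h at 25 °C; detection: luminescence of leftover ATP; evaluation: % inhibition; control set: DMSO-only wells as low control; replicates: singlicate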
SKN-1 block: C. elegans SKN-1 inhibition. AID 624304. C. elegans VP596 Pgst-4::GFP/RFP ratio, acrylamide-induced, 24 h. 360,000 tested, 0.49% active. inhibition, % at 21.8 µM;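 active = interference check ratio from 0.5 to 1.5 plus GFP to RFP signal ratio inhibition reaching or exceeding a fixed threshold, cut at about 30% in these data, passing the limit was not always enough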; also: some compounds called inactive have numbers as strong as hits
Neddyl block: cullin neddylation inhibition; P61081+Q13564; calls only at 25 µM; 360,000 tested, 0.58% active; TR-FRET cullin neddylation, biochemical; in the data active = inhibition above about 36%
STEP inh: blocks human striatal-enriched tyrosine phosphatase. inhibition, % at 20 µM. AID 588621. 360,000 tested, 0.25% active. recombinant STEP, OMFP fluorogenic substrate, fluorescence;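 active = inhibition at 20 µM, scaled per plate between control wells, above about 37%, limit read from the data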;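 also: 0% = DMSO with enzyme and substrate and 100% = substrate only without enzyme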
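System: STEP phosphatase, cell-free reaction; Buffer or medium: Bis-Tris pH 6.0 buffer with DTT, detergent; Incubation: 20 min at room temperature, dark; Measured by: fluorescence, 480/540 nm.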
NRP1-CendR mod: alters CendR peptide binding to human NRP-1; O14786; FAM-RPARPAR peptide binding to NRP-1, fluorescence polarization; inhibition, % at 25 µM; 360,000 tested, 0.85% active; AID 602438;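 active = inhibition or corrected inhibition above about 18%, plus a signal ratio from 0.5 to 1.5, limit read from the data, passing the limit was not always enough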; also: strong numbers were not always called active
LMPTP block: blocks human LMPTP phosphatase; P24666; recombinant LMPTP-A, OMFP fluorogenic substrate, fluorescence intensity; inhibition, % at 20 µM; 360,000 tested, 0.22% active;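 active = compounds that cut the enzyme signal by at least half of the control window in the single-dose screen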;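 also: plate controls were DMSO wells with enzyme plus substrate for no effect and substrate without enzyme for full effect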
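Test system – LMPTP-A phosphatase enzyme · Quantity – 0.625 nM LMPTP-A final · Reagent – OMFP substrate, 400 µM final · Dosing – one test concentration per compound, 20 µM, with 3% DMSO overall · Timing – 50 min enzyme reaction at room temperature, protected from light · Detection – fluorescence intensity · Controls – substrate-only low control, DMSO enzyme-plus-substrate high control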
Starred values were filed as active, the others as inactive; i = inactive; . = no result given. This is a random part of the collection. Share with any hit: about 4.6%.

Keys – A = DNMT1 block; B = Scp1 inh; C = SUMO1 PPI mod; D = NadD block; E = TbMetRS inhib; F = SKN-1 block; G = Neddyl block; H = STEP inh; I = NRP1-CendR mod; J = LMPTP block
1: O=C(NCCc1ccccc1)c1cc(-c2ccncc2)nc2ccc(S(=O)(=O)N3CCOCC3)cc12
  A = 26 | B = -2 | C = -4 | D = 6 | E = -0.2 | F = 1 | G = i | H = 0 | I = 6 | J = 4.4

2: Nc1ccccc1SCc1cn2cccnc2n1
  A = 0 | B = -9 | C = -2 | D = -2 | E = 0.3 | F = -1 | G = i | H = 12 | I = 4 | J = -1.6

3: O=C(COc1ccc(S(=O)(=O)N2CCCC2)cc1[N+](=O)[O-])N1CCCC1
  A = 1 | B = 0 | C = -12 | D = 0 | E = -0.2 | F = 5 | G = i | H = 2 | I = 0 | J = -1.6

4: Cc1[nH]n(-c2ccccc2)c(=O)c1N=Nc1cccc(C(=O)O)c1
  A = -3 | B = -9 | C = 3 | D = -3 | E = 0.9 | F = 4 | G = i | H = 2 | I = -14 | J = -1.0

5: Cc1ccc(C)c(NC(=O)c2cc(=O)c3ccccc3o2)c1
  A = 3 | B = -5 | C = -12 | D = -5 | E = -0.2 | F = 3 | G = i | H = -3 | I = -2 | J = -1.0

6: O=c1cc(-c2ccccc2F)oc2ccccc12
  A = 19 | B = -6 | C = -2 | D = -2 | E = -0.6 | F = -7 | G = i | H = -1 | I = -1 | J = -1.4

7: COc1cccc(C2CC(c3ccccc3)Nc3nc(N)nn32)c1 (centres undefined)
  A = 1 | B = -4 | C = 4 | D = 0 | E = -0.5 | F = 4 | G = i | H = -4 | I = 10 | J = 0.0

8: O=C(O)c1csc(-c2cccs2)n1
  A = 4 | B = 16 | C = -2 | D = -7 | E = -0.3 | F = -3 | G = i | H = -3 | I = 16 | J = -2.3

9: CCCCCn1c(SCC(=O)OC)nc2c1c(=O)[nH]c(=O)n2C
  A = 1 | B = -1 | C = 2 | D = -10 | E = -1.1 | F = 10 | G = i | H = -3 | I = 6 | J = -2.0

10: CCCCC(c1nnnn1CCOC)N1CCN(Cc2ccccc2)CC1 (centres undefined)
  A = -1 | B = -9 | C = -3 | D = -2 | E = -0.3 | F = 5 | G = i | H = 1 | I = 5 | J = -2.5

11: O=C(Nc1ccccc1N1CCCCC1)c1cccs1
  A = -1 | B = -4 | C = 3 | D = -14 | E = -0.5 | F = 3 | G = i | H = 1 | I = 7 | J = 2.6

12: CC(C)(C)c1ccc(NC(=O)c2ccc(=O)[nH]n2)cc1
  A = 2 | B = 7 | C = -3 | D = 0 | E = -0.9 | F = -22 | G = i | H = 0 | I = -12 | J = 0.0

13: Cc1ccc(S(=O)(=O)Nc2ccccc2CNc2ncc(Br)cc2Br)cc1
  A = -2 | B = -19 | C = 4 | D = 4 | E = 0.8 | F = 4 | G = i | H = 0 | I = -4 | J = 4.4

14: O=C(CSc1ccsc1[N+](=O)[O-])NCCc1ccc(Cl)cc1
  A = -1 | B = 33 | C = -5 | D = 6 | E = -0.4 | F = -8 | G = i | H = 5 | I = -10 | J = 10

15: COc1ccc(-c2oc3c(c2C(=O)OCCO)C(OCCCO)CCC3)cc1 (centres undefined)
  A = . | B = . | C = -3 | D = -3 | E = -0.7 | F = 11 | G = . | H = . | I = 10 | J = -1.0

Five neighbouring records already listed, for reference:
Keys – A = DNMT1 block; B = Scp1 inh; C = SUMO1 PPI mod; D = NadD block; E = TbMetRS inhib; F = SKN-1 block; G = Neddyl block; H = STEP inh; I = NRP1-CendR mod; J = LMPTP block
5: Cc1ccc(C)c(NC(=O)c2cc(=O)c3ccccc3o2)c1
  A = 3 | B = -5 | C = -12 | D = -5 | E = -0.2 | F = 3 | G = i | H = -3 | I = -2 | J = -1.0

6: O=c1cc(-c2ccccc2F)oc2ccccc12
  A = 19 | B = -6 | C = -2 | D = -2 | E = -0.6 | F = -7 | G = i | H = -1 | I = -1 | J = -1.4

7: COc1cccc(C2CC(c3ccccc3)Nc3nc(N)nn32)c1 (centres undefined)
  A = 1 | B = -4 | C = 4 | D = 0 | E = -0.5 | F = 4 | G = i | H = -4 | I = 10 | J = 0.0

8: O=C(O)c1csc(-c2cccs2)n1
  A = 4 | B = 16 | C = -2 | D = -7 | E = -0.3 | F = -3 | G = i | H = -3 | I = 16 | J = -2.3

9: CCCCCn1c(SCC(=O)OC)nc2c1c(=O)[nH]c(=O)n2C
  A = 1 | B = -1 | C = 2 | D = -10 | E = -1.1 | F = 10 | G = i | H = -3 | I = 6 | J = -2.0

(more compounds)
Keys – A = DNMT1 block; B = Scp1 inh; C = SUMO1 PPI mod; D = NadD block; E = TbMetRS inhib; F = SKN-1 block; G = Neddyl block; H = STEP inh; I = NRP1-CendR mod; J = LMPTP block
16: Cn1ccsc1=NC(=O)c1ccc([N+](=O)[O-])o1
  A = 59* | B = 65* | C = -19 | D = -7 | E = -0.2 | F = 7 | G = i | H = 36 | I = 2 | J = 2.1

17: COc1ccc(CCNC(=O)COC(=O)c2ccc([N+](=O)[O-])o2)cc1
  A = -6 | B = -6 | C = -26 | D = 2 | E = -0.1 | F = -3 | G = i | H = -1 | I = -35 | J = 1.0

18: N#Cc1ccc(C(=O)OCC(=O)NC(=O)NC2CCCCC2)cc1
  A = 3 | B = -5 | C = 6 | D = -2 | E = 0.3 | F = 7 | G = i | H = 0 | I = -7 | J = -0.2

19: Cc1cn([C@H]2C[C@H](O)[C@@H](/C=C/C(=O)NCc3ccccc3)O2)c(=O)[nH]c1=O
  A = 0 | B = . | C = 0 | D = 0 | E = 1.1 | F = 4 | G = i | H = -2 | I = 19 | J = -2.7

20: O=C(ONC1=NCCCCC1)c1cccc([N+](=O)[O-])c1
  A = 0 | B = -3 | C = -15 | D = -3 | E = -0.9 | F = -1 | G = i | H = -2 | I = 2 | J = -1.2

21: Cc1c(C)c2c(OCC(=O)NCC(=O)NCC(=O)O)cc3c(c2oc1=O)CCC(C)(C)O3
  A = -1 | B = -12 | C = 0 | D = -1 | E = -0.5 | F = 4 | G = . | H = -3 | I = 4 | J = -0.3

22: CN(C)Cc1nc2ccccc2c(=O)n1Cc1nc(C(C)(C)C)cs1
  A = -4 | B = 6 | C = 0 | D = -2 | E = -0.1 | F = -16 | G = i | H = 1 | I = 8 | J = -0.7

23: CC(C)C[C@H](NC(=O)OC(C)(C)C)C(=O)N[C@@H](CO)[C@H](O)[C@@H]1C[C@@H]1C(=O)NC1CC1
  A = -2 | B = -3 | C = 8 | D = 1 | E = 0.1 | F = 4 | G = i | H = -2 | I = 7 | J = 0.4

24: Cc1cc2nc(-c3ccco3)c(Cc3ccccc3C(F)(F)F)n2c(C)c1Br
  A = . | B = . | C = 12 | D = 42* | E = -0.1 | F = 4 | G = i | H = . | I = -19 | J = 2.4

25: Cc1cccc(Sc2c([N+](=O)[O-])ncn2C)n1
  A = 0 | B = -4 | C = -10 | D = -1 | E = -0.5 | F = -8 | G = i | H = -2 | I = 3 | J = -1.9

Exported with values ahead of the structure: entries from further up
#	DNMT1 block	Scp1 inh	SUMO1 PPI mod	NadD block	TbMetRS inhib	SKN-1 block	Neddyl block	STEP inh	NRP1-CendR mod	LMPTP block	mol
13	-2	-19	4	4	0.8	4	i	0	-4	4.4	Cc1ccc(S(=O)(=O)Nc2ccccc2CNc2ncc(Br)cc2Br)cc1
25	0	-4	-10	-1	-0.5	-8	i	-2	3	-1.9	Cc1cccc(Sc2c([N+](=O)[O-])ncn2C)n1
20	0	-3	-15	-3	-0.9	-1	i	-2	2	-1.2	O=C(ONC1=NCCCCC1)c1cccc([N+](=O)[O-])c1
